Source: PubChem (Sanford-Burnham Center for Chemical Genomics)
mIAP inh: blocks mouse intestinal alkaline phosphatase | purified mouse IAP, CDP-Star luminescence, 30 min | inhibition, % at 10 µM | 0.2% of 330,000 active;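 active means inhibition of at least 40% at 10 µM in the primary screen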;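 further: plate controls were DMSO with enzyme for no effect and no enzyme wells for full effect; values of inactives mirror those of a sister screen read the other way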
HKDC1 inhibitor: HKDC1 (human) hexokinase inhibition. Q2TB90. recombinant HKDC1, G6PDH/diaphorase resazurin coupled fluorescence. inhibition, % at 20 µM. 0.16% of 340,000 active;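 active means inhibition above about 35% when tested at 20 µM, limit read from the data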;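 further: plate controls were DMSO wells with enzyme for no effect and DMSO wells lacking enzyme for full effect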
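test system = in-house recombinant HK5 (HKDC1) enzyme | amount = HKDC1 at 5 µg/mL | control set = DMSO-enzyme wells negative, buffer-substituted wells positive | compound = one dose of 20 µM, 1% DMSO | schedule = reaction time 90 min, room temperature, protected from light | technique = resorufin fluorescence at 613 nm | reagent = glucose with 1 mM ATP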
hIAP activ: human IAP activation. P09923. 0.16% of 330,000 active. activation factor at 10 µM. purified human IAP, CDP-Star luminescence, 30 min; active compounds read high; 1 = vehicle-only enzyme, 0 = enzyme-free background;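 active means activation factor of the enzyme at least 2-fold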; further: the source names both 10 and 20 µM as test concentration; values of inactives mirror those of a sister screen read the other way
Target sequence (P09923 whole entry, looked up): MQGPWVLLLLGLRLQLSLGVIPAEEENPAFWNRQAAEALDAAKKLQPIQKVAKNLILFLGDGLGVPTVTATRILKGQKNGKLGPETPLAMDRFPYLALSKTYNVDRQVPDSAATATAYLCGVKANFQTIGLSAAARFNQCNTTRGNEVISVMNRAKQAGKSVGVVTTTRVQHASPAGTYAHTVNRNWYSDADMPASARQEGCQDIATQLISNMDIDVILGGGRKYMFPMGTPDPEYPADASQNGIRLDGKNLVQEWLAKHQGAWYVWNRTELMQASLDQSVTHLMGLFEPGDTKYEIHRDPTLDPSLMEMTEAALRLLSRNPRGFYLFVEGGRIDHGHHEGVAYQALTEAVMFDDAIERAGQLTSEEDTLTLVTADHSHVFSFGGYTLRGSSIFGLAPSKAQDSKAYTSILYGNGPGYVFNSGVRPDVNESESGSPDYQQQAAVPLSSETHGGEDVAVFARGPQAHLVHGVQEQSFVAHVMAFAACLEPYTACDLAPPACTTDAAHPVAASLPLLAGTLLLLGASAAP
ATG4B inh: ATG4B (human) cysteine protease inhibition; inhibition, % at 8.33 µM; ATG4B cleavage of LC3-PLA2, NBD-HPC fluorescence, 1 h; 0.51% of 340,000 active; in the data active means inhibition above about 40%
hIAP block: human IAP inhibition; P09923; purified IAP, CDP-Star luminescence, 30 min; inhibition, % at 10 µM; 0.12% of 330,000 active;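 active means inhibition reaching a set limit with compound at 10 µM in the primary screen, cut at about 35% in these data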;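 further: plate controls were DMSO wells with enzyme for no effect and no-enzyme buffer wells for full effect; values of inactives mirror those of a sister screen read the other way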
PfGluPho inh: PfG6PD (Plasmodium falciparum) enzyme inhibition; PfGluPho enzyme, NADPH resazurin-diaphorase fluorescence; inhibition, % at 20 µM; 0.78% of 350,000 active;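 active means inhibition reaching at least a set limit at 20 µM in the primary screen, cut at about 59% in these data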;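 further: 0% = DMSO wells with substrate and 100% = DMSO wells lacking glucose-6-phosphate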
mIAP activ: mouse IAP activation; muIAP, CDP-Star luminescence, 30 min; active compounds read high; 1 = vehicle-only enzyme signal, 0 = enzyme-free wells; activation factor at 10 µM; 0.24% of 330,000 active; AID 2805;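 active means activation factor of at least 2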; further: the source names both 10 and 20 µM as test concentration; values of inactives mirror those of a sister screen read the other way
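Assay system: mouse IAP enzyme / Compound: DMSO-dissolved test compounds / Timing: 30 min, room temperature / Measured by: luminescence from enzymatic CDP-Star hydrolysis / Control set: DMSO-only wells, enzyme-free buffer wells as negative control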
A3A deaminase: inhibitors of human APOBEC3A DNA deaminase | inhibition, % at 20 µM | 0.41% of 330,000 active | recombinant A3A, FAM/TAMRA ssDNA deamination fluorescence;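 active means at least 40% inhibition at 20 µM here, with at most 30% in a related deaminase screen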;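 further: plate controls were A3A with DMSO for no effect and wells lacking A3A enzyme for full effect; some results filed as inactive read as strong as hits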
Target sequence (P31941 whole entry, looked up): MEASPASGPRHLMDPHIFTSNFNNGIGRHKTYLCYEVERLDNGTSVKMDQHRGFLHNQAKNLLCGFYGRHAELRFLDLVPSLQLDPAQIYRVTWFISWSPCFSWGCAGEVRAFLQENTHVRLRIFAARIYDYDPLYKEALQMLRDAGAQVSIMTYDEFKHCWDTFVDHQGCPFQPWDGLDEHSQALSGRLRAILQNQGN
The depositor's hits bear a star.

SMILES,mIAP inh,hIAP activ,A3A deaminase,PfGluPho inh,ATG4B inh,HKDC1 inhibitor,mIAP activ,hIAP block
O=C(Cn1cnc([N+](=O)[O-])n1)N/N=C/c1cc(Cl)ccc1O,3,1.3,0,-6,-5,-20,0.97,-26
CP(=O)(Nc1cc(Cl)ccc1Cl)c1nc2c(s1)CCCC2 (stereo not given),-1,0.98,1,-2,-6,-3,1,2
Cc1ccc(Sc2ncccc2COC(=O)Nc2c(C)cccc2C)cc1,2,1.1,-3,12,38,3,0.98,-7
CC(C)(C)OC(=O)N1CCC(Cc2cc(-c3ccccc3)no2)(C(=O)O)CC1,3,1.1,-2,5,-1,-2,0.97,-6
Cc1ccc(C(C)C)c(OCCN2C(=O)NC(C)(C)C2=O)c1,7,0.94,0,-6,2,-2,0.93,6
COC(=O)C1(CCSC)NC(c2ccc(O)cc2)C2C(=O)N(c3ccc(F)cc3)C(=O)C21 (stereo not given),1,1,-6,6,-3,-5,0.99,-4
CC1CCN(Cc2nnnn2-c2cccc([N+](=O)[O-])c2)CC1,1,1.1,2,-2,-7,-12,0.99,-12
COc1ccc(NC(=O)c2ccc(S(=O)(=O)N3CC(C)CC(C)C3)cc2)cc1S(N)(=O)=O (stereo not given),12,1,-7,7,-4,-3,0.88,-2
COc1cc(/C=N/Nc2nc(C)cc(=O)[nH]2)ccc1O,3,1.1,-8,-9,4,2,0.97,-14
CCc1ccccc1NC(=O)NC(C)c1ccc2c(c1)OCO2 (stereo not given),-4,0.96,-2,-14,9,0,1,4
O=C1CN(S(=O)(=O)c2cc(Cl)ccc2Cl)CCN1,-6,0.89,-4,-21,2,-4,1.1,11
COc1ccc(CNC(=O)c2ccc(CS(=O)(=O)c3ccc(C)cc3)o2)cc1,6,0.92,-2,9,-7,-1,0.94,8
Cc1cc2oc(=O)cc(CN3CCOCC3)c2cc1Cl,-3,0.94,-2,6,1,2,1,6
CSc1ccc(C(=O)C2CCCN(C(=O)c3ccc(C)nc3)C2)cc1 (stereo not given),-3,1.1,1,-14,3,-7,1,-15
O=C(O)c1ccc(/C=N/N2CCN(Cc3ccccc3)CC2)cc1,11,0.97,-1,-12,8,-15,0.89,3
O=C(CN1CCOCC1)NC1C2CC3CC(C2)CC1C3 (stereo not given),7,0.98,1,-8,-10,-3,0.93,2
COCCn1c(SCC(=O)NCCc2ccc(OC)c(OC)c2)nc2c([nH]c3ccccc32)c1=O,4,1.1,0,-11,-5,-6,0.96,-10
CN(C)CCCn1c(N)c(C#N)c2nc3ccccc3nc21,2,1.1,0,-5,3,3,0.98,-6
Cc1ccc(Oc2ccc(NC(=O)Cn3ccsc3=N)cc2)cc1,0,1.1,2,10,0,-1,1,-8
Cc1ccc(C(=O)CC(C(=O)O)n2cccn2)cc1 (stereo not given),2,0.93,-3,18,-1,3,0.98,7
O=C(O)c1cc(/C=C/C(=O)c2cc(F)ccc2O)c2c(c1)COCO2,2,0.99,32,-17,7,2,0.98,1
COc1ccc(C(=O)Nc2ccc(O)c3ccccc23)cc1,-12,1.2,-1,30,-14,16,1.1,-16
N#CC(C(=O)c1ccco1)c1ccccn1 (stereo not given),-8,0.97,-3,-13,8,0,1.1,3
Nc1ccc2oc(-c3cc(Br)ccc3Cl)nc2c1,3,0.95,1,20,-8,9,0.97,5
COc1nc2ccc(C)cc2cc1-c1noc(-c2cccnc2)n1,3,0.91,-3,-3,-4,0,0.97,9

Random excerpt: 5 compounds from above, in no set order.
SMILES,mIAP inh,hIAP activ,A3A deaminase,PfGluPho inh,ATG4B inh,HKDC1 inhibitor,mIAP activ,hIAP block
COc1ccc(C(=O)Nc2ccc(O)c3ccccc23)cc1,-12,1.2,-1,30,-14,16,1.1,-16
O=C(O)c1ccc(/C=N/N2CCN(Cc3ccccc3)CC2)cc1,11,0.97,-1,-12,8,-15,0.89,3
COc1cc(/C=N/Nc2nc(C)cc(=O)[nH]2)ccc1O,3,1.1,-8,-9,4,2,0.97,-14
O=C(O)c1cc(/C=C/C(=O)c2cc(F)ccc2O)c2c(c1)COCO2,2,0.99,32,-17,7,2,0.98,1
Cc1cc2oc(=O)cc(CN3CCOCC3)c2cc1Cl,-3,0.94,-2,6,1,2,1,6

Following part.
SMILES,mIAP inh,hIAP activ,A3A deaminase,PfGluPho inh,ATG4B inh,HKDC1 inhibitor,mIAP activ,hIAP block
COCCNC(=O)Cn1cc2c(n1)CCCCC2,2,1,0,-2,-1,-6,0.98,-2
O=C(Nc1ccccc1C(=O)O)c1cncc(Br)c1,-2,1.1,58*,6,-5,9,1,-9
O=C(COc1ncnc2ccccc12)Nc1ccccc1[N+](=O)[O-],11,0.94,3,2,-5,-9,0.89,6
COc1ccccc1Oc1ccc(N/C=C/C(=O)C(C)(C)C)cc1,6,0.89,1,6,12,-1,0.94,11
CCCCn1c(=NC(=O)c2ccco2)c(C(=O)OCC)cc2c(=O)n3ccccc3nc21,9,0.99,2,-12,-15,-1,0.91,1
CC(C)C(=O)N1CCN(c2ccccc2NC(=O)COc2ccc(C3CCCCC3)cc2)CC1,1,1,-2,7,10,1,0.99,-1
O=C(CCNC(=O)c1ccccc1Cl)Nc1nc2ccc(F)cc2s1,14,1,2,3,-3,4,0.86,0
O=C(C1CCN(S(=O)(=O)c2cnc[nH]2)CC1)N1CCn2c1nc1ccccc12,-14,0.9,1,-10,-7,-10,1.1,10
O=C(OCC(=O)N1CCN(C(=O)c2ccco2)CC1)c1cncc(Br)c1,-11,1.1,0,7,-3,-4,1.1,-8
CC(C)CC(NC(=O)/C(=C/c1ccco1)NC(=O)c1ccc(Br)o1)C(=O)O (stereo not given),8,1.1,14,-11,-3,-1,0.92,-9
CCCn1nnc(NC(=S)NC(=O)/C=C/c2ccc(Cl)cc2)n1,-13,1.1,1,-15,1,-3,1.1,-15
c1ccc(C2COC(c3cccs3)=N2)cc1 (stereo not given),5,0.91,-3,-14,-2,-1,0.95,9
N#Cc1ccc(NC(=O)Cn2cnc(S(=O)(=O)N3CCCCC3)c2)cc1,-2,0.77,2,7,3,-6,1,23
CCOC(=O)C(Oc1ccc(=O)[nH]n1)C(C)=O (stereo not given),-3,0.87,1,-11,-10,-9,1,13
O=C1c2cccc3cccc(c23)C(=O)N1CCN1CCN(C(=S)Nc2ccccc2)CC1,2,1,1,2,-17,-6,0.98,0
O=C(CNC(c1ccccc1)c1ccccc1)Nc1ccccc1-c1ccccc1,-7,1.1,6,31,24,-6,1.1,-10
NC1=NC(=Nc2ccccc2)c2ccccc21,-5,0.98,-2,7,7,1,1.1,2
COc1ccc(CNC(=O)C2CCN(S(=O)(=O)c3ccc4c(c3)CC(C)N4C(=O)C3CC3)CC2)cc1 (stereo not given),-2,1.3,-7,7,-12,-1,1,-35
O=C(COC(=O)c1ccc(S(=O)(=O)N2CCCCC2)cc1)NCc1ccc(F)cc1,-5,0.97,-3,-8,-9,-1,1,3
COc1c(C)cccc1C(=O)NC(=S)Nc1ccccc1N1CCCC1,11,0.65,-4,23,2,-2,0.89,35*
Cc1ccc(/C=N\NC(=O)Cc2cccn2C)o1,1,0.91,-1,10,0,11,0.99,9
O=C(NCCO)c1cc2ccccc2c(=O)s1,-10,1,-4,14,-13,1,1.1,-2
Cc1cc(C(=O)NC(=S)Nc2cccc(C(=O)O)c2C)ccc1[N+](=O)[O-],17,1.2,-3,-19,-7,-3,0.83,-20
CCOc1ncccc1C(=O)NNC(=O)c1cccc(S(=O)(=O)N2CCOCC2)c1,8,0.92,-3,-1,-7,-4,0.92,8
COc1cc(C(=O)Nc2ncccc2C)ccc1OCC(=O)N1CCOCC1,-4,1,-4,-4,-3,1,1,-4
NC(=O)NC(=O)COC(=O)CN1C(=O)C2CCCCC2C1=O (stereo not given),3,0.87,7,-19,0,2,0.97,13
S=C(Nc1cccc2ccccc12)N1CCN(c2ncccn2)CC1,-4,1.1,-5,26,-3,8,1,-14
O=[N+]([O-])c1cnc2ccccc2c1,5,0.86,-3,-8,4,-8,0.95,14
COn1c(SCc2ccc(Cl)cc2)nc2ccccc2c1=O,12,0.96,-2,-8,10,10,0.88,4
CCN(CCO)c1ncnc2c1sc1nc(C(C)C)c3c(c12)CC(C)(C)OC3,2,0.94,-1,49,-4,16,0.98,6
CCN(CC(=O)NCc1cccs1)C(=O)c1ccc(Cl)c(Cl)c1,7,0.95,-6,0,-62,-5,0.93,5
Nc1nonc1-n1nnc(C(=O)N/N=C/c2ccc(Cl)cc2Cl)c1CN1CCCCC1,-1,0.97,-2,-21,7,-6,1,3
CCCN1C(=O)/C(=C/c2ccc(N3CCCC3)c(C)c2)NC1=S,22,0.95,-29,3,-2,5,0.78,5
Cc1ccc(CSCC(=O)N2CCCC2)cc1,-5,1,-1,-13,2,12,1,-3
CCOc1ccc(CNC(=O)CCCC(=O)n2ncc3cc(C)ccc32)cc1,-9,1.2,-6,-2,0,-2,1.1,-24
Cc1c(C(=O)Nc2ccc3nc(N4CCOCC4)sc3c2)oc2ccccc12,14,0.81,1,25,1,3,0.86,19
O=C(COC(=O)c1ccc2c(c1)OCO2)Nc1ccccc1,-6,0.97,-1,-2,-11,-2,1.1,3
COC(=O)C1=C(N)c2ccccc2C1(C#N)c1ccccc1 (stereo not given),-3,1.1,0,-9,-8,-1,1,-6
Cn1c(SCC(=O)NCCc2ccccc2)nc2c([nH]c3ccccc32)c1=O,-2,1.4,-4,-3,-9,-10,1,-40
COc1ccc(OC)c(/C=C/C(=O)OCC(=O)N2CCCC2)c1,1,0.99,-4,-10,0,1,0.99,1
CC(=O)c1cc(C#N)c(SCc2ccccn2)nc1C,-4,0.98,-2,15,-7,-1,1,2
Cn1ccnc1C(=O)c1cc(=O)c2ccccc2o1,-5,0.98,-1,11,2,-9,1.1,2
O=C1COc2ccc(S(=O)(=O)NCCc3ccccc3)cc2N1,2,1.1,-1,19,-7,-3,0.98,-9
COC(=O)c1ccc(NC(=S)NCc2ccco2)cc1,-16,1.2,-1,5,-2,-3,1.2,-21
CCCOP(=O)(OCCC)C(Nc1cccc(C(F)(F)F)c1)c1ccc(C)cc1 (stereo not given),8,1,4,9,13,-6,0.92,-5
COc1cc(/C=C/C(=O)OCC(=O)NCc2ccccc2OC)ccc1O,4,1.1,0,2,-1,-9,0.96,-5
Nc1nnn(CC(=O)N/N=C/c2ccc(Cl)cc2Cl)n1,-1,1,1,14,-10,-1,1,-3
CCCn1c(NC(=O)c2ccccc2Br)nc2ccccc21,13,1,4,-12,27,-9,0.87,-3
CCCc1nc(-c2ccccc2)c(-c2ccc(OC)c(OC)c2)c(=O)[nH]1,-4,1,-3,0,-7,-4,1,0
CCc1ccc(NC(=O)C2=CC(c3ccc(OC)cc3)=NS(=O)(=O)N2C)cc1,-4,0.89,-7,11,-20,-2,1,11

The results go on.
SMILES,mIAP inh,hIAP activ,A3A deaminase,PfGluPho inh,ATG4B inh,HKDC1 inhibitor,mIAP activ,hIAP block
CC1(c2nnc(-c3ccccc3)o2)CC(c2c(Cl)cccc2Cl)=NO1 (stereo not given),-5,0.91,-3,14,33,0,1.1,9
O=C(CCS(=O)CCC(=O)NCc1ccccc1)NCc1ccccc1,-1,1,0,9,-6,-3,1,-3
CCCNS(=O)(=O)c1ccc(NC(=O)Cc2cccs2)cc1,-8,0.94,-2,9,-9,-3,1.1,6
COc1ccccc1CC(=O)NCCc1ccc(S(N)(=O)=O)cc1,0,1,0,6,6,-1,1,-4
O=S(=O)(CC12C3C4C5C1C2C(Br)(C43)C51OCCO1)c1ccccc1 (stereo not given),6,1.1,3,-14,-3,9,0.94,-8
